TWEAK-Fn14 inh = inhibitors of TWEAK-Fn14 interaction signaling; TWEAK-stimulated Fn14 reporter cells, luciferase luminescence, 8 h; inhibition, % at 10 µM; 2% of 360,000 active; AID 1159606; in the data active means inhibition above about 50%
NCOA1 inh = inhibits human SRC1 coactivator. HEK293 GAL4-SRC1 luciferase reporter, luminescence. Q15788. inhibition, % at 3.6 µM. 0.12% of 360,000 active. AID 588354;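 active means inhibition above the campaign mean plus 3 SD, with each screening campaign given its own cutoff, cut at about 60% in these data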;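 further: 0% = DMSO treated cells and 100% = gossypol at 36 µM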
NCOA3 inh = human NCOA3 inhibition | Q9Y6Q9 | HEK293 GAL4-SRC3 luciferase reporter, luminescence | inhibition, % at 3.6 µM | 0.17% of 360,000 active | AID 588352;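 active means inhibition above a per-campaign cutoff, the mean of all compounds plus 3 SD, cut at about 60% in these data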;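 further: 0% = DMSO-treated cells and 100% = gossypol-treated cells at 36 µM; higher means less SRC3-driven luciferase light from the GAL4 reporter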
TROY signal inh = blocks TROY-dependent signaling in reporter cells | 0.98% of 360,000 active | Q293 LMP1-TROYcd NF-kB luciferase reporter, 4 h | inhibition, % at 10 µM | AID 1347056;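 active means compounds whose plate-normalised and pattern-corrected inhibition of the luciferase reporter signal at the single screening dose is 50% or more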
LMP1 NFkB inh = reduces LMP1-driven NF-kappaB luciferase signal; LMP1-induced NF-kappaB luciferase reporter cells, luminescence; inhibition, % at 12.5 µM; 0.69% of 350,000 active; in the data active means inhibition above about 41%;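 further: 0% = neutral control wells and 100% = reference inhibitor control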
TLR9-MyD88 block = inhibitors of human TLR9-MyD88 binding; Q9NR96+Q99836; CHO BLA complementation TLR9-MyD88, CCF4 FRET ratio; inhibition, % at 4.98 µM; 0.21% of 340,000 active; AID 504734;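 active means inhibition above the mean over all tested compounds plus 3 SD, cut at about 21% in these data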;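 further: 0% = DMSO only wells and 100% = clavulanate BLA inhibitor control wells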
LRH-1 inv ag = suppresses constitutive activity of human LRH-1; HEK293T StAR-luciferase reporter, LRH-1 transfected, 24 h; inhibition, % at 3.6 µM; 0.13% of 360,000 active; AID 602396;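 active means inhibition above the mean inhibition of all tested compounds plus 3 SD, cut at about 73% in these data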;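 further: 0% = DMSO wells and 100% = reporter-only cells lacking LRH-1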
Target sequence (O00482 whole entry, looked up): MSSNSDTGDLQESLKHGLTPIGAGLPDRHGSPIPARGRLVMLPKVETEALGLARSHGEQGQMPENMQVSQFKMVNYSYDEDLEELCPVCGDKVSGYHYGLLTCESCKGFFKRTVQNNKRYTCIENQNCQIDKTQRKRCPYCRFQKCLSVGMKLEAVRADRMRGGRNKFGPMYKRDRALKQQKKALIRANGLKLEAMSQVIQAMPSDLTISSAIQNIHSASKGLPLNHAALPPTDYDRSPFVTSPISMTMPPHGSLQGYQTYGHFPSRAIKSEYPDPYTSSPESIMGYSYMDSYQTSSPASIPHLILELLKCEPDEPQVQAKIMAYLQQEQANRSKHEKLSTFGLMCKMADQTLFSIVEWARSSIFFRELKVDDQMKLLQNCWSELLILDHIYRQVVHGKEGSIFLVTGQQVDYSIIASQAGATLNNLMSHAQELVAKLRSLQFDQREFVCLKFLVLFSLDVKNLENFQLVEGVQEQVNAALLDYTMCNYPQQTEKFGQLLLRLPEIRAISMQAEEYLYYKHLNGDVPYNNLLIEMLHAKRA
NOD2-RIPK2 inh = NOD2-RIPK2 protein interaction inhibition; 0.38% of 360,000 active; inhibition, % at 4.98 µM; O43353; CHO BLA complementation NOD2-RIPK2, CCF4 ratio; in the data active means inhibition above about 21%;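 further: 0% = vehicle only and 100% = reference blocker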
NR2F2 inh = blocks human COUP-TFII nuclear receptor; inhibition, % at 8.6 µM; HEK293T NGFI-A luciferase reporter, luminescence; P24468; AID 686940; 0.7% of 370,000 active;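 active means inhibition above a per-plate cutoff, mean inhibition of test wells between control levels plus 3 SD, cut at about 38% in these data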;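 further: cells cotransfected with COUP-TFII expression vector driving the NGFI-A reporter; 0% = median of COUP-TF2 test wells and 100% = reporter-only cells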
Target sequence (P24468 whole entry, looked up): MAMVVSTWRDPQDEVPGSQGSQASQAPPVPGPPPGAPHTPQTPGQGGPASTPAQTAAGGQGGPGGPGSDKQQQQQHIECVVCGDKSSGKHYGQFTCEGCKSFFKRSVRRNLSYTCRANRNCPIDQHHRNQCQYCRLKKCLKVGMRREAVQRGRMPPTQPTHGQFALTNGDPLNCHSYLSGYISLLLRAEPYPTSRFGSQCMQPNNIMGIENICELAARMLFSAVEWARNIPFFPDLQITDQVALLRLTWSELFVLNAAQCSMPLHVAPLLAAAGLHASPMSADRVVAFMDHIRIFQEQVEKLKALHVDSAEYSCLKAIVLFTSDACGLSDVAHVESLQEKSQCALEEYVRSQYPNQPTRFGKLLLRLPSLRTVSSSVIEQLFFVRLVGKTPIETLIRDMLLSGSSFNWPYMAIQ
NCOA2 inhibitor = inhibits human steroid receptor coactivator 2; AID 651957; inhibition, % at 9 µM; 0.17% of 370,000 active; HEK293 GAL4-SRC2 luciferase reporter, luminescence;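 active means inhibition above the mean inhibition of all tested compounds plus 3 SD, set per campaign, cut at about 52% in these data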;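 further: 0% = DMSO treated cells and 100% = cells given Gossypol at 36 µM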
C8 TRAIL sens = caspase-8 TRAIL sensitization. 1% of 360,000 active. NB7+C8 cells + TRAIL, ATPlite viability luminescence. inhibition (viability loss, TRAIL sensitization), % at 10 µM. AID 624354;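 active means compounds causing at least 50% loss of cell viability in the single-dose screen, relative to plate controls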
Active calls of the source: *; . = no result given.

compound	NCOA2 inhibitor	NCOA3 inh	TWEAK-Fn14 inh	NR2F2 inh	LRH-1 inv ag	TROY signal inh	C8 TRAIL sens	TLR9-MyD88 block	LMP1 NFkB inh	NOD2-RIPK2 inh	NCOA1 inh
O=C(CNC(=O)c1ccc(S(=O)(=O)N2CCCC2)cc1)N/N=C/c1ccc(Cl)cc1	-4.5	14.0	-0.5	-0.6	13.8	6.0	-14.0	-7.8	4.0	-2.2	14.5
CC(=O)c1ccc(NC(=O)CN2CCC(NC(=O)c3ccccc3C)CC2)cc1	-27.2	-8.7	-21.4	-17.1	0.5	-19.4	-5.3	-12.4	2.1	-10.3	-1.7
Cc1ccc(NS(=O)(=O)c2cccc(C(=O)NCCCN3CCOCC3)c2)cc1	12.2	18.0	9.7	16.4	-2.7	-18.1	-5.5	-4.3	-3.2	-2.1	-8.1
Cc1ccsc1-c1nc(-c2ccccc2)c(-c2ccccc2)[nH]1	0.5	12.1	22.4	-7.5	-6.6	-9.1	4.5	0.6	5.9	-1.6	0.1
CC(C)(O)CN(C(=O)C(c1ccccc1)c1ccccc1)C1CCCCC1	-28.1	-4.2	3.1	-15.5	0.7	7.1	-7.0	-1.4	3.0	10.5	-5.9
Cc1cc(NS(=O)(=O)c2ccc3c(c2)OCCO3)no1	-8.5	13.9	4.5	-4.1	-3.9	13.9	-15.0	-5.8	3.2	-2.6	-8.3
O=C(COc1ccccc1-c1ccccc1)N/N=C/c1ccncc1	-3.8	9.2	-17.8	16.5	19.2	7.5	-7.1	4.5	-0.1	0.3	26.6
CC1=C(C(=O)Nc2ccccc2)C(c2ccncc2)n2nnnc2N1 (stereo unspecified)	-5.7	10.3	-4.9	-7.8	5.4	-10.8	-5.1	-7.9	-4.3	-6.7	-5.6
Cc1cc(-n2c(=O)c(C#N)cc3c(=O)n4cccc(C)c4nc32)no1	-1.8	4.4	-18.0	-8.2	-11.6	5.9	-4.4	-27.3	-9.1	-14.6	0.0
CCOC(=O)n1c(SCC(N)=O)nc2ccccc21	-11.9	3.4	-0.5	-3.4	13.2	-2.0	0.4	-6.3	-3.0	1.1	3.7
Cc1cc(C)n2nc(-c3ccccc3)c(-c3ccccc3)c2n1	14.9	-6.9	-29.4	9.7	8.1	-11.5	2.1	5.1	10.5	2.9	2.1
Cc1cc(C)nc(NC(=O)c2cccc(Br)c2)n1	-6.8	1.4	-12.7	14.7	5.3	17.7	-14.5	5.5	15.5	3.3	6.8
Cc1ccc(N2C(=O)C(CC(=O)Nc3cccc(F)c3)N(C3CC3)C2=O)cc1 (stereo unspecified)	-26.5	-14.4	-1.5	1.7	5.5	-39.0	-14.1	-1.1	-25.7	-7.6	-10.3
Cc1cc(C)c2c(c1)NC(c1cc3c(cc1Br)OCO3)C1CC=CC21 (stereo unspecified)	-22.3	-4.1	7.0	-2.5	10.2	10.4	29.0	-3.0	-0.5	6.2	-30.5
CCCCC(c1nnnn1Cc1ccco1)N1CCN(C(=O)c2ccco2)CC1 (stereo unspecified)	18.8	1.4	-9.8	-15.0	5.4	8.4	3.7	0.9	1.3	-1.2	0.7
COc1ccc(-c2nnc(SCC(=O)NC3CCCC3)n2C)cc1	-10.0	4.2	-3.8	9.4	-5.7	2.4	2.3	-6.6	-4.6	-2.4	-5.0
CCC(C)(C(=O)Nc1ccccc1C)N(C(=O)CNC(C)=O)c1ccccc1C (stereo unspecified)	-13.5	16.7	-2.8	1.4	3.9	4.5	-0.2	4.7	2.7	-7.9	-21.4
N#Cc1ccc(C(=O)OCC(=O)Nc2cccc(S(=O)(=O)NC3=NCCC3)c2)cc1	-23.2	7.2	-16.2	2.0	-13.6	-6.4	-11.6	-3.4	0.5	3.6	3.8
COCCn1cnc2c1c(=O)n(CC(=O)NC(=O)NC(C)(C)C)c(=O)n2Cc1ccccc1	11.1	7.9	26.1	17.7	9.5	-3.3	-14.6	-5.5	.	-8.7	8.4
COc1cccc(C(C(=O)NC2CCCC2)N2CCN(c3ncccc3C#N)CC2)c1OC (stereo unspecified)	7.9	.	.	14.8	-13.8	.	10.5	.	.	-2.9	.
CCCOP(=O)(c1ccccc1)c1ccccc1	-8.7	19.5	22.2	-7.1	0.2	7.3	-2.0	1.1	-2.3	-1.1	3.6
CCCN(CC(=O)Nc1ccccc1C)C(=O)c1cccc(-n2cnnn2)c1	-33.6	-27.6	8.2	-8.5	-7.9	1.4	-0.8	5.1	5.2	-6.3	-11.0
CN(Cc1cccs1)S(=O)(=O)c1cccs1	-2.7	0.9	-2.6	-21.9	-1.9	-8.4	-25.6	-9.8	3.2	-14.7	-3.3
CCCOc1ccc(C(=O)NC(=S)NCc2cccnc2)cc1	-4.4	-56.9	2.2	4.1	11.4	-11.8	11.5	-1.5	-9.2	-1.5	-3.3
COC(=O)C1=C(NC(=O)CCCCl)CCS1	1.2	-6.8	-19.8	5.6	0.1	6.6	-5.3	-3.7	-0.5	4.0	-1.9
Cc1ccc(-c2nc(CS(=O)(=O)CC(=O)NCCCN3CCN(C)CC3)c(C)o2)cc1	8.0	-13.8	-12.4	-2.4	-7.6	10.2	-1.7	3.5	2.3	4.1	-31.8
COc1ccc(NC(=O)c2cnc3n(c2=O)CCS3)cc1OC	-20.6	-40.5	-0.5	-5.0	-14.9	-9.7	-4.8	-16.0	11.6	-11.6	-16.4
CC1CCCCN1CC(=O)NC(c1ccccc1)c1ccccc1 (stereo unspecified)	7.2	-3.6	9.0	9.8	-15.3	7.5	2.0	8.4	-6.5	-1.3	9.1
Cc1sc2nc3ccc(N4CCCCC4)nn3c(=O)c2c1C	-55.3	-62.6	10.8	-13.6	-102.8	-14.5	23.9	-6.3	-32.1	-8.0	-52.1
CCOC(=O)C1CCCN(Cc2cn(C)nc2-c2ccc3c(c2)OCCO3)C1 (stereo unspecified)	-11.2	-7.4	8.8	-13.2	-17.7	3.1	-7.5	-5.8	-15.0	-3.7	-8.9

compound	NCOA2 inhibitor	NCOA3 inh	TWEAK-Fn14 inh	NR2F2 inh	LRH-1 inv ag	TROY signal inh	C8 TRAIL sens	TLR9-MyD88 block	LMP1 NFkB inh	NOD2-RIPK2 inh	NCOA1 inh
COc1ccc(CC(=O)Nc2cccc3c2CCCC3)cc1	5.3	14.8	103.7*	0.9	4.7	-10.0	-4.1	2.0	-2.7	-0.2	15.9
CN1c2ccccc2C(C)(C)[C@]12C=Cc1cc(O)ccc1O2	28.2	0.6	101.8*	42.8*	24.1	14.0	14.5	7.5	-24.5	-1.7	-3.9
O=C(/C=C/Nc1cccc([N+](=O)[O-])c1)c1cccs1	-78.2	-70.9	21.8	-53.6	-115.3	-30.0	2.0	-7.3	-49.8	1.4	-101.5
COc1ccccc1N(Cc1cc(=O)[nH]c2ccccc12)C(C)=O	-8.4	10.7	4.1	15.9	-4.0	-8.5	-4.8	1.6	3.9	5.8	-2.7
CC(NC(=O)C(=O)N1CCCCC1)C(c1cccs1)N1CCN(c2ccc(F)cc2)CC1 (stereo unspecified)	-5.9	-38.3	-10.0	1.1	4.6	-3.4	-21.3	-2.4	-2.4	-0.7	-10.3
CCN(c1cccc(C)c1)S(=O)(=O)c1ccc2c(c1)N(C(C)=O)CCS2	-10.1	-17.3	2.2	-8.3	-5.8	-5.6	-6.4	-20.6	-8.4	-1.2	-11.4
Cc1ccc(Cc2c(-c3ccc(Cl)cc3)nc3c(Cl)cc(C(F)(F)F)cn23)cc1	-19.8	-11.0	27.7	8.6	3.8	24.7	-2.8	.	.	-0.8	-12.1
O=c1[nH]cnc2scc(-c3ccc(F)cc3)c12	-2.7	-2.8	10.3	-6.5	20.0	7.2	-11.7	-7.3	1.8	-4.0	0.8
CCC1Oc2ccccc2N(CC(=O)NCCCN2CCN(CC)CC2)C1=O (stereo unspecified)	-13.0	21.2	10.5	-6.6	-6.0	1.6	-10.7	-6.4	-8.4	7.4	-4.0
O=C(O)CSc1nnc(CNc2ccc(Cl)cc2)n1Cc1ccccc1	12.4	1.3	6.5	10.7	-2.3	-16.6	-6.7	6.0	5.6	-3.6	-24.6
O=C(OCCNC(=O)c1cc2ccccc2oc1=O)c1cccnc1	-2.4	7.3	-15.2	0.1	13.3	-7.5	14.9	-0.5	2.6	-1.6	-1.3
O=C(Nc1ccccc1C(=O)O)c1ccc(Br)c(S(=O)(=O)NCc2ccccc2)c1	12.9	0.9	6.7	2.2	-9.7	26.2	0.7	3.3	6.7	-12.1	9.4
COc1ccc(S(=O)(=O)N2CCOCC2)cc1NC(=O)CC1CC2CCC1C2 (stereo unspecified)	6.9	-7.4	3.6	-3.3	-13.7	13.6	-19.8	-6.3	-6.3	-0.6	-1.0
COc1ccc(C2N=C(N)N=C(N)N2c2ccccc2OC)cc1OC (stereo unspecified)	-5.1	12.4	35.5	8.3	15.8	18.4	-0.1	1.3	-5.3	8.8	8.2
Cc1cccc(N2CC3=C(C2=O)C(c2ccccc2)NC(=O)N3C)c1 (stereo unspecified)	-11.4	2.6	-1.8	7.5	-1.0	2.5	-3.3	-2.5	-0.1	0.5	-11.3
COc1cccc(NC(=O)c2cc([N+](=O)[O-])ccc2NCc2cccnc2)c1	-18.2	11.1	1.1	-7.3	19.1	-15.2	-1.5	3.2	11.8	-13.0	1.3
O=C(O)c1ccc(-c2nnc(-c3cccc(Br)c3)o2)cc1	-50.7	-32.1	-3.4	-37.4	-8.8	-41.4	-8.8	-5.7	-22.5	1.3	-24.5

Rewritten field by field: part of the list above
> CCC1Oc2ccccc2N(CC(=O)NCCCN2CCN(CC)CC2)C1=O (stereo unspecified)
- NCOA2 inhibitor: -13.0
- NCOA3 inh: 21.2
- TWEAK-Fn14 inh: 10.5
- NR2F2 inh: -6.6
- LRH-1 inv ag: -6.0
- TROY signal inh: 1.6
- C8 TRAIL sens: -10.7
- TLR9-MyD88 block: -6.4
- LMP1 NFkB inh: -8.4
- NOD2-RIPK2 inh: 7.4
- NCOA1 inh: -4.0
> CC(NC(=O)C(=O)N1CCCCC1)C(c1cccs1)N1CCN(c2ccc(F)cc2)CC1 (stereo unspecified)
- NCOA2 inhibitor: -5.9
- NCOA3 inh: -38.3
- TWEAK-Fn14 inh: -10.0
- NR2F2 inh: 1.1
- LRH-1 inv ag: 4.6
- TROY signal inh: -3.4
- C8 TRAIL sens: -21.3
- TLR9-MyD88 block: -2.4
- LMP1 NFkB inh: -2.4
- NOD2-RIPK2 inh: -0.7
- NCOA1 inh: -10.3

Screens deposited in PubChem by several laboratories.

An excerpt, so the mix of outcomes need not match the whole.
